Screening results deposited in PubChem by The Scripps Research Institute Molecular Screening Center.
TTR transcr act: TTR transcription activators in neuroblastoma reporter cells, primary screen, cell-based, luminescence, SH-SY5Y, TTR promoter Gaussia luciferase. 100% = recombinant luciferase protein wells. activation, % at 16.7 µM. actives 1.3% (n = 92,000). AID 1117267, 2014;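 active = activation above the mean of all tested compounds plus 3 SD, cut at about 9.5% in these data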;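 note: cells exposed to compounds for one day before reading; 0% = median of all test compound wells on the plate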
An asterisk follows results filed as active. These rows are one share of the data (hit frequency here may not be typical).

SMILES	TTR transcr act
Cc1cccn2c(CN3CCCN(C=O)CC3)c(C(=O)N(C)CCc3ccccc3)nc12	-2.1
Cc1cccc(C)c1NC(=O)C1c2cccc[n+]2CC(=O)N1Cc1ccc2c(c1)OCO2 (stereo not drawn)	3.2
c1ccc(CCn2nnnc2C(c2cccs2)N2CCOCC2)cc1 (stereo not drawn)	-0.9
COc1ccc2c(c1)c1nc(SCC(C)C)n(CCO)c(=O)c1n2C	1.0
CN(C)CC/C=C1\c2cc(Cl)ccc2Sc2cc(F)c(F)cc21	0.9
O=C(NNC(=O)c1ccncc1)Nc1cc(Cl)ccc1Cl	0.5
COc1ccc(CNCc2ccccc2[N+](=O)[O-])cc1OC	0.8
N#Cc1c(SCC(=O)N2CCOCC2)nsc1SCC(=O)N1CCOCC1	-0.4
CCOC(=O)c1cn(Cc2ccc(C)cc2)nn1	7.9
Cc1cccc(NC(=O)CS(=O)(=O)Cc2ccccc2)n1	-1.6
COC(=O)C/C(N)=C(\C#N)C(=O)OC	0.7
CC(C)(CO)NCc1c(OCc2ccc(Cl)cc2)ccc2ccccc12	2.4
Cc1cc(C)cc(NC(=O)CC2Oc3ccc(C)cc3NC2=O)c1 (stereo not drawn)	-0.7
COc1ccc(OC)c(-c2nnc3n2N=C(c2ccc(OC(F)F)c(OCC4CC4)c2)CS3)c1	-3.0
Cc1ccc2c(c1)N(CC(=O)N1CCCCC1c1cccnc1)C(=O)CO2 (stereo not drawn)	1.4
O=C(Nc1ccc2c(c1)OCCO2)C(c1ccnc2ccccc12)N1CCN(C/C=C/c2ccccc2)CC1 (stereo not drawn)	-1.3
C/C(=N\Nc1nncc2ccccc12)c1ccc(Cl)c([N+](=O)[O-])c1	-1.0
COc1ccc(S(=O)(=O)NNC(=O)c2ccc([N+](=O)[O-])cc2)cc1	2.3
Cc1cc(NC(=O)COC(=O)c2cc3c(s2)CCC(C)C3)no1 (stereo not drawn)	1.7
O=C(c1ccc(C(F)(F)F)cc1)C1CCCN(C(=O)CCN2CCCO2)C1 (stereo not drawn)	0.5

5 structures from above, arranged by number of heavy atoms, falling.
SMILES	TTR transcr act
Cc1ccc2c(c1)N(CC(=O)N1CCCCC1c1cccnc1)C(=O)CO2 (stereo not drawn)	1.4
Cc1cc(C)cc(NC(=O)CC2Oc3ccc(C)cc3NC2=O)c1 (stereo not drawn)	-0.7
CN(C)CC/C=C1\c2cc(Cl)ccc2Sc2cc(F)c(F)cc21	0.9
Cc1cccc(NC(=O)CS(=O)(=O)Cc2ccccc2)n1	-1.6
CCOC(=O)c1cn(Cc2ccc(C)cc2)nn1	7.9

Following part:
SMILES	TTR transcr act
CC(C)(C)OC(=O)C[C@@H]1C/C=C\C[C@H](CC(=O)NCCO)C(=O)NC[C@H](c2ccccc2)OC1=O	3.7
CCN(CC)C(=O)CSc1nc2c(sc(=S)n2-c2ccccc2)c(=O)n1Cc1ccco1	-2.4
NC(=O)c1ccc(OCc2ccccc2)nc1	0.4
CCOc1ccc(C2C(C(=O)c3ccc(C)o3)=C(O)C(=O)N2CCCN(CC)CC)cc1 (stereo not drawn)	3.0
N#C/C(C(=O)NCc1ccccc1)=C1/N=C(NC(=O)c2cccs2)c2ccccc21	1.8
COC(=O)c1c(NC(=O)C2CC2)sc2c1CCCC2	-1.1
C[C@H]1C2CC(OC(=O)Nc3cccc(Cl)c3)C(C2)[C@H]2CCCCN21 (stereo partly drawn)	-2.0
COc1cc(N2C(=O)c3ccccc3C2=O)c(Cl)cc1C(=O)OCC(=O)N(C)C	-0.7
Cc1cc(O)c2/c(=N\N)c(-c3csc(C)n3)coc2c1	3.4
COc1cccc(-c2ccc(SCC(=O)c3ccccc3)nn2)c1	-0.5
CCOC(=O)Cc1csc(NC(=O)CCCC(=O)O)n1	7.6
CCc1ccc(/C=N/NC(=O)c2c[nH]c3ccccc23)s1	-0.9
Cc1ccc(N(C(=O)c2csnn2)C(C(=O)NC(C)(C)C)c2ccncc2)cc1 (stereo not drawn)	2.2
CC(=O)Nc1cccc(C(=O)NCCc2ccco2)c1	1.6
CC(=O)N1CCc2cc(Br)cc(S(=O)(=O)NCCCN(C)Cc3ccccc3)c21	0.5
CN(C)Cc1c(-c2ccc(Cl)cc2)nc2ccc(Cl)cn12	-0.9
COc1ccc2oc(C)c(C(=O)c3ccc(C)cc3)c2c1	3.2
Cc1ccccc1-c1cccc([C@@H]2C[C@H]3CN(Cc4cccnc4)C(=O)[C@]34CCCN24)c1	-2.0
Cc1ccc(C2(SCC(N)C(=O)O)c3ccccc3-c3ccccc32)cc1 (stereo not drawn)	0.9
COCC(=O)NC1CCCCCC1	5.2
COC(=O)C(CCSC)NC(=O)c1cccc([N+](=O)[O-])c1 (stereo not drawn)	-3.3
CNC(=O)c1ccccc1Nc1ccc(SC(F)F)cc1	0.0
COc1ccc(CNC(=O)CN(Cc2ccccc2F)C(=O)c2csnn2)cc1	1.0
CCOc1ccc(N/C(=N/c2nc(C)cc(C)n2)NC(C)=O)cc1	0.0
O=C(COc1ccccc1[N+](=O)[O-])N(Cc1cccc(Br)c1)C1CCS(=O)(=O)C1 (stereo not drawn)	1.6
COCCCNC(=O)C[C@H]1C[C@@]2(C(=O)OC)C(=C[C@H](C(C)C)O[C@@H]2C2CC2)N(Cc2ccc(Cl)cc2Cl)C1=O	-0.5
O=C(NC(=S)Nc1cc(-c2nc3ccccc3[nH]2)ccc1Cl)c1ccc2c(c1)OCO2	-2.6
CCOc1ccc(S(=O)(=O)N(C)c2ccc(OCC(=O)NC3=NCCS3)cc2)cc1	-1.0
O=C(CCN1C(=O)c2ccccc2C1=O)CN1CCOCC1	2.4
Cc1ccc(C2(C)NC(=O)N(CC(=O)NNC(=O)c3ccccc3)C2=O)cc1 (stereo not drawn)	1.1
CCCCn1nnc(NC(=O)CC23CC4CC(CC(C4)C2)C3)n1	-2.0
Clc1ccc(CSc2nnc([C@@H]3CCCN3)o2)cc1	-1.2
CCn1c(SCC(=O)NC(C)C(C)C)nc2cc(S(=O)(=O)N3CCOCC3)ccc21 (stereo not drawn)	-1.0
CC1(Cc2ccccc2OC(F)(F)F)C(=O)Nc2c(Cl)ccc(Cl)c21 (stereo not drawn)	-1.5
COc1ccccc1CNC(=O)CSC(=S)N1CCCC1	-0.7
CCOc1ccc(/C=N/NC(=O)COc2ccccc2-c2ccccc2)cc1	-2.1
O=C(Nc1ccccc1)Nc1nnc(SCc2ccc(Cl)cc2)s1	0.8
CCOC1=NS(=O)(=O)c2ccccc21	1.0
Cc1ccc(OCCSc2nnc(NC(=O)c3ccco3)s2)cc1	-3.9
CC(=O)/C(=N\Nc1ccccc1Cl)Sc1cccc2cccnc12	-1.6

Some of these compounds in order of the TTR transcr act value, largest number first.
SMILES	TTR transcr act
CNC(=O)c1ccccc1Nc1ccc(SC(F)F)cc1	0.0
COc1ccccc1CNC(=O)CSC(=S)N1CCCC1	-0.7
CC1(Cc2ccccc2OC(F)(F)F)C(=O)Nc2c(Cl)ccc(Cl)c21 (stereo not drawn)	-1.5
CCOc1ccc(/C=N/NC(=O)COc2ccccc2-c2ccccc2)cc1	-2.1
COC(=O)C(CCSC)NC(=O)c1cccc([N+](=O)[O-])c1 (stereo not drawn)	-3.3

(cont.)
SMILES	TTR transcr act
COc1ccccc1-c1cc(C(F)(F)F)nc(S(=O)(=O)CCCC(=O)N2CCCCC2C)n1 (stereo not drawn)	-7.8
COc1ccc(C2CC(c3ccccc3)=NN2c2ccc(S(N)(=O)=O)cc2)cc1 (stereo not drawn)	-1.5
O=C(NC(=S)N1CCN(C/C=C/c2ccccc2)CC1)c1ccc(F)cc1	-0.2
O=C(Nc1ccc(NC(=O)c2ccc3c(c2)OCCO3)cc1)c1ccccc1	-2.9
Cc1ccc(NC(=O)CN2C(=O)CC(C)S(=O)(=O)c3ccccc32)cc1 (stereo not drawn)	0.3
COc1ccc(-n2nc3c(c2NC(=O)COc2ccccc2)CS(=O)(=O)C3)cc1	-0.6
O=S(=O)(Cc1ccc(Cl)cc1)c1ccccc1-c1nnc(-c2ccccc2)o1	-2.9
CCOc1cc(NC(=S)NCc2ccco2)c(OCC)cc1NC(=O)c1ccco1	0.6
Cc1ccc(SCc2ccc(C(=O)Nc3cccc([N+](=O)[O-])c3C)cc2)cc1	-2.5
O=C(O)c1ccc(Oc2ccc(S(=O)(=O)c3ccc(C(=O)O)c(C(=O)O)c3)cc2)cc1	-2.2
Cc1ccc(NC(=O)CN2C(=O)S/C(=C\c3cccn3C)C2=O)cc1	-0.3
NC(=O)c1[nH]cnc1N=NN(CCO)Cc1ccccc1	3.1
CC(C)(C)C(=O)Nc1ccc(-c2nc3ccccc3c(=O)o2)cc1	1.0
Cc1cc(Nc2ccccc2)nn1C(=O)c1ccc([N+](=O)[O-])cc1	2.3
CCC(=O)n1nc(NCc2ccccc2OC)nc1NCc1ccccc1OC	-3.6
COc1ccc(S(=O)(=O)NCCc2cn3nc(C)c(C)nc3n2)cc1C	1.4
CCc1cc(-c2nnn(CCC3COCCO3)c2CC)cc(CC)c1-c1cn(Cc2ccccc2)nn1 (stereo not drawn)	-0.5
CN(CC(=O)NCc1ccco1)S(=O)(=O)c1ccc2c(c1)n(C)c(=O)c(=O)n2C	1.4
CNC(=S)N/N=C(\C)c1ccc(C(C)(C)C)cc1	5.1
O=C(/C=C/c1ccco1)NC(=S)Nc1cc(-c2nc3ccccc3s2)ccc1Cl	-1.5

Pulled one by one from the entries so far, two records:
SMILES	TTR transcr act
CNC(=S)N/N=C(\C)c1ccc(C(C)(C)C)cc1	5.1
Cc1ccc(NC(=O)CN2C(=O)S/C(=C\c3cccn3C)C2=O)cc1	-0.3

Continued.
SMILES	TTR transcr act
O=C(CN(CC1CCCO1)C(=O)CCC(=O)Nc1nccs1)NCc1ccccc1 (stereo not drawn)	0.0
CCOc1ccc(NC(=O)[C@@H]2CCC(=O)N2C2OC(=O)c3ccccc32)cc1 (stereo partly drawn)	2.9
O=S(=O)(c1ccccc1)N1CCN(CCO)CC1	1.1
CC(=O)c1cccc(NC(=O)C2(c3ccccc3)CC2(Cl)Cl)c1 (stereo not drawn)	-1.7
Cc1cc2c(SCC(=O)NC3CCCC3)ncnc2s1	0.6
CCn1c2ccccc2c2cc(CN3CCN(Cc4cc(OC)ccc4O)CC3)ccc21	-2.2
COc1ccc(CCNC(=O)c2ccc(Cl)cc2)cc1OC	-1.6
COc1cc(NC(=O)CN2CCN(Cc3ccc4c(c3)OCO4)CC2)cc(OC)c1	1.7
N/C(Cc1ccc([N+](=O)[O-])cc1)=N\OC(=O)c1ccccc1F	1.6
Cc1ccc(CNC(=O)c2ccc(N3CCC4(CC3)CC(c3cccc(Br)c3)=NO4)c([N+](=O)[O-])c2)cc1	-2.9
C#CCN1CC(N(C)CCOC(=O)c2ccc(C(C)(C)C)cc2)CS1(=O)=O (stereo not drawn)	0.9
COc1nc(N/N=C/c2ccc(-c3ccccc3[N+](=O)[O-])o2)nc(N2CCOCC2)n1	-2.8
CC(C)(C)S(=O)N1Cc2cc(=O)n(Cc3ccccc3)cc2[C@H]1CCO (stereo partly drawn)	11.0*
C/C(=N\NC(=O)C1CC1)c1ccc(C)cc1C	2.6
Cc1ccc(/C=C2\SC(=S)N(C3CCS(=O)(=O)C3)C2=O)o1 (stereo not drawn)	3.3
CCCCCCCn1c(C)nnc1-c1cnn(C)c1N	-0.5
CCC1Nc2ncnc(N3CCN(c4ccccc4)CC3)c2N(Cc2ccccc2)C1=O (stereo not drawn)	-3.4
Cc1ccc(F)cc1C(=O)N1CCOCC1c1cc(C(=O)Nc2ccccc2)no1 (stereo not drawn)	-0.7
COc1ccc(/C=N/NC(=O)c2ccc(=O)[nH]n2)cc1OC	2.4
COc1ccc(NC(=O)COC(=O)c2ccc([N+](=O)[O-])o2)cc1Cl	0.7
COc1ccccc1-c1cccc([C@@H]2C[C@H]3[C@@H](CN2)CON3C)c1	-1.0
O=C(NC(=S)NCc1ccccc1)c1ccc(Br)cc1	0.3
COc1ccc(CNC(=O)C(c2ccncc2)N(C(=O)Cc2cccs2)c2cccnc2)cc1 (stereo not drawn)	0.9
CC1(C)CC(=O)C(CC(=O)c2ccccc2)=C(NN=C(N)N)C1	-0.3
Cc1ccc(CNC(=O)C2c3ccccc3C(=O)N(C)C2c2c[nH]c3ccccc23)o1 (stereo not drawn)	-2.5
COc1ccc(S(=O)(=O)N2CCOCC2)cc1NC(=O)CN1C(=O)NC2(CCCC2)C1=O	9.6
CC(=O)c1cccc(OCc2cc(C(=O)NC3CCN(Cc4ccccc4)CC3)no2)c1	-1.5
COc1ccc2nc(/N=C(\N)NC(=O)N3c4ccccc4Sc4ccccc43)nc(C)c2c1	-1.2
CC1CC(NC(=O)C2(C)CC2(Cl)Cl)CC(C)(C)C1 (stereo not drawn)	2.3
CSCC[C@H](CO)NC(=O)[C@H]1O[C@@H](n2cnc3c(N)ncnc32)[C@H](O)[C@@H]1O	0.0
CC(=O)Nc1ccc(NS(=O)(=O)c2ccc(C)cc2)cc1[N+](=O)[O-]	1.1
COc1cccc(NC(=O)[C@H](NC(=O)[C@@H]2Cc3ccccc3CN2)c2ccccc2)c1	0.0
O=C(CCN1C(=O)C2C3C=CC(C3)C2C1=O)Oc1ccc2ccccc2c1 (stereo not drawn)	0.5
Cc1cccc2c(=O)cc(C(F)(F)F)[nH]c12	1.5
COc1ccc(/C=N/n2c(C)nc3sc(C)c(C)c3c2=O)cc1OC	0.5
N/C(=N\OC(=O)COc1ccc(Br)cc1)c1cccnc1	4.8
CCOC(=O)C(=O)Nc1nnc(COc2ccccc2)s1	0.8
CCOc1ccc(C(=S)N2CCCC2)cc1	-0.1
CC1(C)Cc2c(c(N3CCOCC3)nc3snc(NC(=O)c4ccccc4)c23)CO1	2.5
O=C(COC(=O)CCSc1ccc(F)cc1)NCc1ccc(F)cc1	1.9
CCc1cc2c(NC(Cc3ccccc3)C(=O)O)ncnc2s1 (stereo not drawn)	0.9

Structures listed above shown as hits in TTR transcr act.
SMILES	TTR transcr act
CC(C)(C)S(=O)N1Cc2cc(=O)n(Cc3ccccc3)cc2[C@H]1CCO (stereo partly drawn)	11.0*
